# Assay outcomes deposited in PubChem BioAssay by National Center for Advancing Translational Sciences (NCATS).
# ATXN2 expr inh – ATXN2 expression inhibition. HEK-293 ATXN2-luciferase reporter, luminescence, 24 h. Potency, µM (top dose mostly 57 µM), inactives show at the top dose activity change, negative = inhibition, actives largely listed as inhibitors. 360,000 compounds, 0.72% hits. AID 1745845; note: potency is the fitted concentration of half-maximal effect; % is set by controls: 0 for no effect and ±100 for the full control effect; nearly all actives have a fitted effect of over 55% in size
#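 qHTS (up to 57 uM final) was run with 24 h compound exposure of reporter cells at 37 °C. Each well was multiplexed: SteadyGlo luminescence measured ATXN2-luciferase expression after a fluorogenic Gly-Phe-AFC viability readout (25 uM final).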
# TGFb SMAD3 inh – TGF-b pathway inhibition. 410,000 compounds, 1.2% hits. Potency, µM (highest dose often 46.1 µM), for the others: at the top dose activity, negative = inhibition, most hits filed as inhibitors. HepG2 CAGA-GFP TGF-b/SMAD3 reporter, GFP fluorescence, 18 h; TGF-beta stimulated, 500 pg/mL final. AID 588855; note: potency is the fitted concentration of half-maximal effect; % is set by controls: 0 for no effect and ±100 for the full control effect; nearly all actives have a fitted effect of over 65% in size
#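 Read-out: total well GFP (ex488/em500-530) summed from mean per-cell fluorescence. Cells: HEPG2 CAGA-GFP, 1% FBS DMEM, 18 h at 37 degrees C with 500 pg/mL final TGF-beta. Unstimulated wells served as the full-inhibition control; stimulated DMSO wells = 0%.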
# Nrf2 ARE act – activates Nrf2 signaling; 410,000 compounds, 0.31% hits; AREc32 ARE-luciferase reporter (MCF7-derived line), luminescence, 24 h; Potency, µM (titrated, usually from 46.1 µM), for the others: at the highest dose activation, hits mostly activators; note: potency is the fitted concentration of half-maximal effect; % of control where 0% means no effect; nearly all actives have a fitted effect of over 65% in size
#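 Luciferase luminescence (Steady-Glo, 30 min at room temperature) served as the read-out of ARE activation in AREc32 cells treated with compounds for 24 hr at 37 deg C.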
# IL1B secr inh – inflammasome signaling inhibition, IL-1 beta readout; THP-1 LPS/ATP IL-1B secretion, AlphaLISA, 16 h; active compounds read low; activity change, % at 57.5 µM; 360,000 compounds, 4.7% hits; AID 743279; in the data active = activity change below about -50%; inconclusive = mostly about -30% to -49%; note: % is set by controls: 0 for no effect and ±100 for the full control effect
#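 THP-1 cells pretreated 1 hr with compounds (up to 57.5 uM final), then stimulated with LPS (250 ng/mL final) plus ATP (1.25 mM final); secreted IL-1B measured by AlphaLISA after 16 hr, decreased signal indicating inhibition.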
# S2 tox – cell viability loss in ATXN counter-screen | 400,000 compounds, 0.49% hits | S2 cells (HEK-293 line with an ATXN2-luciferase reporter) viability, CellTiter-Fluor protease fluorescence, 24 h | Potency, µM (titrated, usually from 56.7 µM), most hits filed as cytotoxic | AID 651635; note: potency is the fitted concentration of half-maximal effect; nearly all actives have a fitted effect of over 40% in size
# HepG2 viability – HepG2 cytotoxicity, counter-screen for TGF-b inhibitors; AID 588856; Potency, µM (highest dose often 46.1 µM), inactives show top-dose activity change, negative = cytotoxicity, hits mostly cytotoxic; 410,000 compounds, 0.76% hits; HepG2 CAGA-GFP viability, ATP luminescence, 18 h; note: potency is the fitted concentration of half-maximal effect; some results filed as inactive show a strong effect at the top dose
#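 CellTiter-Glo luminescence gave cytotoxicity after 18 hours at 37 degrees C. The cells were HepG2 CAGA-GFP in 1% FBS DMEM, stimulated with 500 pg/mL TGF-beta after compound addition. %Activity was normalised to no-cell wells (complete cell-killing) and DMSO (no toxicity), and curves were fitted and classified.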
# MCF10A rereplic – DNA re-replication induction in MCF 10a cells; MCF 10A DNA re-replication, Hoechst nuclear intensity, 48 h; Potency, µM (titrated, usually from 46.1 µM), inactives show at the highest dose activity, positive = re-replication, hits mostly activators; 350,000 compounds, 2.9% hits; note: potency is the fitted concentration of half-maximal effect; % of control where 0% means no effect; nearly all actives have a fitted effect of over 50% in size
# Nrf2 block – inhibitors of Nrf2 signaling. A549 ARE-Fluc reporter, luciferase luminescence, 18-24 h. AID 504444. Potency, µM (doses to about 46 µM), for the others: at the highest dose activity change, negative = inhibition, actives largely listed as inhibitors. 360,000 compounds, 2.1% hits; note: potency is the fitted concentration of half-maximal effect; % is set by controls: 0 for no effect and ±100 for the full control effect; nearly all actives have a fitted effect of over 60% in size
#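 Quantitative HTS in A549 cells stably bearing an antioxidant response element-firefly luciferase construct. Inhibition of Nrf2-driven transcription was scored by luminescence after 18-24 h of compound exposure at 37 °C.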
# A549 tox – kills or reduces viability of A549 cells in Nrf2 counter-screen; A549 ARE-Fluc cells, CellTiter-Fluor viability, 18-24 h; AID 504648; 390,000 compounds, 0.16% hits; Potency, µM (highest dose often 46 µM), for the others: at the highest dose activity change, negative = cytotoxicity, usual class: inhibitors; note: potency is the fitted concentration of half-maximal effect; % is set by controls: 0 for no effect and ±100 for the full control effect
#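 A549 ARE_Fluc cells in 5% FBS OPTI-MEM were exposed to compounds in concentration-response for 18-24 h at 37 deg C. Viability was read by CellTiter-Fluor fluorescence (Ex 405/Em 525) after 30 min, before the luciferase read.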
# * = called active by the depositor; i = inactive; ? = inconclusive; . = not tested or not shown; [ ] = another dose, or the depositor's remark. Unless noted, calls come from the whole dose curve; as a rule, active = well fitted curve in the direction sought with a large enough effect; inconclusive = small, poorly fitted or top-dose-only effect, or another doubt; inactive = no such curve, though single readings can be large; an effect the other way counts as inactive or inconclusive.
SMILES,ATXN2 expr inh,TGFb SMAD3 inh,Nrf2 ARE act,IL1B secr inh,S2 tox,HepG2 viability,MCF10A rereplic,Nrf2 block,A549 tox
CCOC(=O)C1=C(C)N(C[C@@H]2CC[C@@H](Cc3ccc4cc(OC)ccc4c3)O2)C(=O)NC1c1ccccc1 (stereo partly specified),0%,?,5.2%,-20,i,-29%,5%,?,-12%
Cc1cc(C)c2c(CN3CC(C)OC(C)C3)cc(=O)oc2c1C (stereo unspecified),-8%,12%,-0.2%,57,i,1%,10%,-26%,7%
C=C(C)COc1ccc(-c2ncnc(C(F)(F)F)c2-c2ccc(OC)cc2)c(O)c1,0%,11%,5.3%,-20,i,-6%,?,-1%,-5%
CCCCn1c(N)c(N(CC(C)C)C(=O)CCCSc2nncs2)c(=O)[nH]c1=O,1%,1%,0.3%,7,i,-19%,-2%,6%,-1%
CCn1c(/C=C2\C(=O)Nc3ccccc32)nc2ccccc2c1=O,-14%,-14%,23%,?,i,-53%,?,?,1%
O=C(NCCc1ccccc1)C1CCN(C2CCN(Cc3ccco3)CC2)CC1,-17%,-3%,0.2%,43,i,-8%,5%,?,-1%
COC(=O)CCNC(=O)Cn1cnc2sc3c(c2c1=O)CCCC3,3%,10%,0.4%[9.22 µM],32,i,6%,-9%,5%,-3%
COc1ccc(NC(=O)C2CCN(S(=O)(=O)c3ccc4c(c3)NC(=O)CO4)CC2)cc1,-8%,-8%,-0.2%,-2,i,3%,-1%,?,-4%
Cc1cc(C)c(CN2CCN(C(=O)Cn3ccc(NC(=O)OCc4ccccc4)nc3=O)CC2)c(C)c1,-16%,?,0.2%,10,i,-39%,?,-17%,-3%
Cc1nn(Cc2ccc(Cl)cc2Cl)c(C)c1NC(=O)c1nn(C)cc1Cl,-24%,21%,-0.3%,0,i,-16%,-6%,.,1%
O=S(=O)(Nc1nc2ccccc2nc1Nc1ccc2c(c1)OCCO2)c1cccs1,-1%,-28%,2.3%,-16,i,-32%,12%,?,-13%
c1ccc(N=NN2CCOCC2)cc1,.,-3%,-0.6%,12,i,-3%,.,.,.
Cc1ccc(C2(c3ccccc3)NC(=O)N(CC(=O)N3CC(=O)Nc4ccccc43)C2=O)cc1C (stereo unspecified),-14%,?,4.5%,0,i,-21%,1%,?,6%
O=C(O)c1cccc(N2C(=O)CSC2c2ccccc2)c1 (stereo unspecified),6%,0%,3.7%,5,i,6%,5%,-2%,-11%
NC(=S)N=Nc1c(O)n(CCCl)c2ccc(Cl)cc12,-23%,-19%,16%,-9,i,-44%,-3%,?,?
O=C(CCNS(=O)(=O)c1ccc2c(c1)CCN2C(=O)C1CC1)N1CCN(c2cccc(C(F)(F)F)c2)CC1,?,?,-1.0%,.,i,-28%,.,.,-3%
O=S(=O)(c1ccccc1)N1CCNCC1,9%,0%,-0.6%,6,i,12%,10%,2%,0%
CC1=C(C(=O)OCCOC(C)C)C(c2cc3c(cc2Br)OCO3)C2=C(CCCC2=O)N1 (stereo unspecified),-7%,6%,0.2%,-1,i,-36%,1%,?,-5%
COc1ccccc1C1CC(c2ccc(Cl)cc2Cl)Nc2nc(N)nn21 (stereo unspecified),-18%,-3%,4.6%,21,?,-21%,2%,0%,-7%
O=C(CCc1ccccn1)N1CCCC(N2CCN(c3ccc(F)cc3)CC2)C1 (stereo unspecified),-9%,9%,-0.9%,3,i,-2%,16%,-17%,1%
COc1cc(C2CC(=O)c3c([nH]c(C(=O)OCC4CCCCC4)c3C)C2)cc(OC)c1OC (stereo unspecified),.,-10%,0.4%,.,.,-23%,.,2.3µM*,-10%
CN1C(CC(=O)Nc2ccc(Cl)cc2Cl)c2ccccc2CC1(C)C (stereo unspecified),-7%,-10%,-0.2%,.,i,-23%,?,-13%,-3%
COc1ccc(C(=O)NC23CC4CC(CC(C4)C2)C3)cc1,.,7%,3.4%,2,?,-2%,9%,3%,-3%
Cn1c(NCCN2CCCC2)nc2cc(-c3ccccc3)sc2c1=O,?,26%,12%,-27,i,-7%,.,.,.
CC(=O)NC1=NN(C(C)=O)C(c2ccc(C(C)C)cc2)S1 (stereo unspecified),25%,30%[activator],0.5%,12,i,0%,5%,0%,-8%
C[C@H]1CN([C@@H](C)CO)C(=O)Cc2cc(NS(=O)(=O)c3ccc(Cl)cc3)ccc2O[C@@H]1CN(C)C(=O)Nc1cccc2ccccc12,-6%,-24%,0.1%,2,i,-1%,?,-2%,-4%
COC(=O)c1ccc(NC(=O)CC2C(=O)N(c3ccccc3)C(=O)N2Cc2ccc(F)cc2)cc1 (stereo unspecified),.,-29%,7.7%,.,.,-17%,.,21%,-7%
COc1cc(NC(=O)c2cc([N+](=O)[O-])ccc2NC(=O)CNC2CCCCC2)cc(OC)c1,-12%,-28%,4.7%,15,i,-1%,0%,-11%,-3%
CCOP(=O)(OCC)C(NC(=O)Nc1ccc(Cl)c(Cl)c1)C(N)=O (stereo unspecified),-4%,2%,-0.1%,-2,i,3%,-8%,-6%,-1%
COc1ccc(N2CCN(C(c3cccc(OC)c3OC)c3nnnn3C3CCCC3)CC2)cc1 (stereo unspecified),-31%,5%,3.3%,?,i,-30%,?,.,3%
COc1cccc(NC(=O)C2CCN(S(=O)(=O)c3ccc4c(c3)N(C(C)=O)CCO4)CC2)c1,3%,-4%,0.3%,24,i,-1%,0%,?,-5%
C[C@H]1CN([C@@H](C)CO)C(=O)CCCn2cc(nn2)CO[C@@H]1CN(C)C(=O)NC1CCCCC1,13%,2%,0.5%,19,i,-2%,.,.,.
CCOc1ccc(NC(=O)c2cc(F)c(F)cc2Cl)cc1OCC,1%,-12%,0.1%,17,i,4%,0%,8%,1%
Cc1ccc2nc(-c3ccc(C#N)cc3)c(Cc3ccccn3)n2c1,7%,6%,2.6%,-20,i,2%,.,.,.
CCC(C)n1c(SCC(=O)NC(=O)c2cccn2C)nc2ccccc2c1=O (stereo unspecified),4%,-39%,-0.8%,13,i,4%,-1%,-5%,-1%
Cc1ccn2c(=O)c(NC(=O)c3cccs3)c(C)nc2c1,-7%,-4%,-0.5%,1,i,3%,-1%,3%,8%
CSc1ccc(CCNC(=O)CCc2c(C)nc3c4cccnc4nn3c2C)cc1,-4%,-14%,-0.2%,.,i,-13%,.,-17%,-3%
Cc1ccc(C)c(OCCCCn2cnc3ccccc3c2=O)c1,-13%,17%,0.3%,12,i,-36%,27%,.,-1%
COC(OC)c1ccnc(-c2ccc(OC(=O)c3ccc(F)cc3)cc2)n1,-5%,10%,2.3%,7,i,1%,-3%,-4%,-1%
CN(C/C=C/c1ccccc1[N+](=O)[O-])Cc1ccccc1,.,-8%,-0.7%,17,i,-16%,1%,-9%,4%
Cn1nnnc1-c1cc(Br)ccc1NC(=O)c1ccccc1,-9%,-5%,0.2%,-2,i,5%,1%,7%,0%
COc1ccc(S(=O)(=O)N2CCC(C(=O)NCC3CC3)CC2)cc1,-14%,0%,-0.3%,2,?,-7%,12%,18%,2%
Cc1cc(C)cc(NC(=O)CSc2nc3ccncc3[nH]2)c1,7%,-17%,7.1%,27,i,-25%,0%,-10%,2%
CCn1c(CNC(=O)c2cccc(C)c2)nnc1SCC(=O)Nc1nnc(C)s1,3%,4%,-0.2%,15,i,-1%,24%,-1%,-10%

# Compounds shown so far that contain fluorine (six):
SMILES,ATXN2 expr inh,TGFb SMAD3 inh,Nrf2 ARE act,IL1B secr inh,S2 tox,HepG2 viability,MCF10A rereplic,Nrf2 block,A549 tox
C=C(C)COc1ccc(-c2ncnc(C(F)(F)F)c2-c2ccc(OC)cc2)c(O)c1,0%,11%,5.3%,-20,i,-6%,?,-1%,-5%
O=C(CCNS(=O)(=O)c1ccc2c(c1)CCN2C(=O)C1CC1)N1CCN(c2cccc(C(F)(F)F)c2)CC1,?,?,-1.0%,.,i,-28%,.,.,-3%
O=C(CCc1ccccn1)N1CCCC(N2CCN(c3ccc(F)cc3)CC2)C1 (stereo unspecified),-9%,9%,-0.9%,3,i,-2%,16%,-17%,1%
COC(=O)c1ccc(NC(=O)CC2C(=O)N(c3ccccc3)C(=O)N2Cc2ccc(F)cc2)cc1 (stereo unspecified),.,-29%,7.7%,.,.,-17%,.,21%,-7%
CCOc1ccc(NC(=O)c2cc(F)c(F)cc2Cl)cc1OCC,1%,-12%,0.1%,17,i,4%,0%,8%,1%
COC(OC)c1ccnc(-c2ccc(OC(=O)c3ccc(F)cc3)cc2)n1,-5%,10%,2.3%,7,i,1%,-3%,-4%,-1%
